# Assay outcomes as filed in PubChem.
# Sm TGR block – S. mansoni TGR enzyme inhibition | Potency, µM (highest dose often 114 µM), for inactives: at the top dose activity change, negative = inhibition, actives largely listed as inhibitors | actives 3% (n = 360,000) | purified TGR, DTNB reduction, TNB absorbance 405 nm | AID 485364 | Q962Y6; further: potency means the concentration at half of the fitted maximal effect; on the % scale 0 is the no-effect control and ±100 the full control effect; nearly all actives have a fitted effect of over 60% in size
#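 TGR 20 nM + NADPH 100 uM (dispensed conc.), cpd preinc 15 min RT; start with NADPH (500 uM addition) then DTNB (15 mM addition). Kinetic TNB absorbance, 405 nm filter. Four-parameter Hill fit across titration.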
# Shiga toxin inh – blocks Shiga toxin action in Vero cells; Vero cells, Shiga toxin protein synthesis inhibition reporter; inhibition, % at 38.7 µM; actives 9.2% (n = 290,000); AID 2315; in the data active means inhibition mostly above about 28%, no sharp cut-off; inactive means mostly below about 43%; further: 0% is about no effect
# Pf growth 96h – P. falciparum growth inhibition at 96 hour, primary screen for plastid delayed-death inhibitors; actives 6.9% (n = 320,000); P. falciparum luciferase reporter growth, 96 h; AID 504834; Potency, µM (top dose mostly 28.7 µM), without a hit: top-dose activity change, negative = inhibition, usual class: inhibitors; further: potency means the concentration at half of the fitted maximal effect; on the % scale 0 is the no-effect control and ±100 the full control effect
#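 Parasite growth measured via integrated firefly luciferase reporter in P. falciparum. Infected erythrocytes at 2% hematocrit, 0.05% parasitemia final were treated 96 hours at 37 C under 5% CO2, and luminescence was read.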
# Giardia FBPA inh – Giardia lamblia aldolase inhibition. purified Giardia FBPA. Potency, µM (doses to about 59.6 µM), for the others: at the highest dose activity, negative = inhibition, most hits filed as inhibitors. actives 0.71% (n = 290,000); further: potency means the concentration at half of the fitted maximal effect; on the % scale 0 is the no-effect control and ±100 the full control effect; nearly all actives have a fitted effect of over 55% in size
# Target sequence (A8B2U2 whole entry, looked up): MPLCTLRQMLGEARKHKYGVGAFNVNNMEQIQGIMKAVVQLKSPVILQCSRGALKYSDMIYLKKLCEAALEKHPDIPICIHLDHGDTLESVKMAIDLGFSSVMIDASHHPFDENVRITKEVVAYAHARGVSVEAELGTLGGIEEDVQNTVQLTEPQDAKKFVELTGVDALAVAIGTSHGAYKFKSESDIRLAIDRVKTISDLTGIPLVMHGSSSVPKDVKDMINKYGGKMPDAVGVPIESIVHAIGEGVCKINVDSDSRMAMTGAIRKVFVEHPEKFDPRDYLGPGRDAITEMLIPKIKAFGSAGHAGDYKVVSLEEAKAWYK
#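 40 nM FBPA preincubated 10 min at RT with compound (up to 57.5 uM final), then substrate plus GAPDH/TPI/NAD/arsenate coupling and diaphorase/resazurin added. Fluorescence read after 20 min at RT, 525/598 nm.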
# Cycloheximide cs – counter-screen hit for Shiga toxin inhibitors, cycloheximide. cell reporter, cycloheximide protein synthesis inhibition counterscreen. max response, %. actives 12% (n = 300,000); in the data active means max response mostly above about 13%, no sharp cut-off; inactive means mostly below about 14%; further: read at 38.3 µM for the half of the compounds with a filed dose; 0% is about no effect
# Pf growth 48h – inhibits P. falciparum growth in the first generation, 48 h | P. falciparum luciferase growth in erythrocytes, 48 h | Potency, µM (doses to about 28.7 µM), for inactives: top-dose activity change, negative = inhibition, hits mostly inhibitors | actives 5.9% (n = 310,000); further: potency means the concentration at half of the fitted maximal effect; on the % scale 0 is the no-effect control and ±100 the full control effect
#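 Luminescence readout; reporter = integrated firefly luciferase in P. falciparum. RBC culture at 2% hematocrit, 0.1% parasitemia final, 37 C/5% CO2; decreased signal taken as growth inhibition.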
# * = called active by the depositor; ? = inconclusive; nt = no result given; & = joins results of further samples; [ ] = dose if it differs, or a comment. Unless noted, the call rests on the fitted dose curve; in most records, active means well fitted curve in the direction sought with a large enough effect; inconclusive means small, poorly fitted or top-dose-only effect, or another doubt; inactive means no such curve, though single readings can be large; an effect the other way counts as inactive or inconclusive.
SMILES,Sm TGR block,Shiga toxin inh,Pf growth 96h,Giardia FBPA inh,Cycloheximide cs,Pf growth 48h
O=C(Nc1nncs1)C1CC(=O)N(C2CCCC2)C1 (stereo unspecified),13%,-6,40%[activator],1%,0,1%
Cc1ccc(OCC(=O)Nc2ccc(C)c(S(=O)(=O)N3CCCCCC3)c2)c([N+](=O)[O-])n1,6%,-15,?,2%,13,?
CC(Sc1nnc(-c2cccs2)n1-c1ccccc1)C(=O)NCc1ccc2c(c1)OCO2 (stereo unspecified),-4%,-12,10µM*,1%,-1,nt
O=C(C1CCCN1S(=O)(=O)c1cccc2cccnc12)N1CCn2c1nc1ccccc12 (stereo unspecified),-2%,-11,28%,-8%,-3,-12%
COc1ccc(NC(=S)N(Cc2cccnc2)Cc2ccco2)cc1,-34%,2,-25%,0%,-2,0%
CCCN(C1CCS(=O)(=O)C1)S(=O)(=O)c1cc(OC)ccc1OC (stereo unspecified),4%,nt,-13%,nt,nt,?
O=C(CCN1C(=O)c2ccccc2C1=O)N1CCN(c2ccccc2)CC1,-28%,-6,-2%[5.75 µM],0%,-5,10%
CCOC(=O)c1c(NC(=O)Cn2cnc([N+](=O)[O-])n2)sc2c1CCC(C)C2 (stereo unspecified),0%,-6,?,0%,-2,-20%
CN(C)CCCN(C(=O)c1ccc(S(=O)(=O)N2CCc3ccccc3C2)cc1)c1nc2c(F)cc(F)cc2s1,5%,nt,?,nt,nt,?
CCOc1ccc2nc(Nc3nc4ccc(NC(C)=O)cc4s3)sc2c1,-3%,51,?,7%,-2,?
O=C(CN(c1ccccc1)S(=O)(=O)c1ccccc1[N+](=O)[O-])Nc1cccnc1,-6%,3,?,-5%,-1,4%
NC(=O)CN1CCOCCOCCOCCOCCOCC1,-26%,-2,72%[activator],9%,-3,31%
O=C(COC(=O)c1cnccn1)N=c1sccn1Cc1ccccc1Cl,1%,nt,0%,nt,nt,7%
COc1ccc2nc(NC(=O)c3cccc(OCc4c(C)noc4C)c3)sc2c1,?,118*,-95%,7%,44*,-59%
CCOc1ccccc1NC(=O)c1cccc(S(=O)(=O)N(Cc2ccccc2)c2ccccc2OC)c1,-7%,-10,2.6µM*,-3%,-2,0%
C=CCNc1nc(C(=O)OCC(=O)Nc2c(Cl)cccc2C(F)(F)F)cs1,-5%,nt,68%[activator],nt,nt,6%
COc1cccc(Cn2c(=O)c3[nH]cnc3n(-c3ccccc3C)c2=O)c1,10%,10,?,-13%,11,149%[activator]
COc1ccc(NC(=O)COc2cccc3c2OC(C)(C)C3)c(OC)c1,-3%,nt,10µM*,nt,nt,?
O=C(/C=C\c1ccccc1OC(=O)c1ccccc1F)c1cc2ccccc2o1,-23%,63,-20%,-3%,44*,87%[activator]
COc1cc2[nH]c(=S)n(C3CCN(Cc4ccccc4)CC3)c(=O)c2cc1OC,5%,-9,?,9%,-7,8%
Cc1ccc(OCC(=O)OC(C)C(=O)NC2CCCCC2C)cc1C (stereo unspecified),-1%,nt,15%,nt,nt,17%
Nc1nc2ccccc2nc1N1CCCC1,-12%,25,19%,4%,12,52%[activator]
Nc1ccc2c(c1)C(=O)N(CCCC(=O)O)C2=O,0%,-7,nt,5%,-1,2%
CCOc1ccc(CCNC(=O)CN2C(=O)NC3(CCCc4ccccc43)C2=O)cc1OCC (stereo unspecified),-1%,nt,-19%,nt,nt,?

# Reprinted from the part before: 7 compounds; new compounds follow.
SMILES,Sm TGR block,Shiga toxin inh,Pf growth 96h,Giardia FBPA inh,Cycloheximide cs,Pf growth 48h
COc1ccc(NC(=O)COc2cccc3c2OC(C)(C)C3)c(OC)c1,-3%,nt,10µM*,nt,nt,?
O=C(/C=C\c1ccccc1OC(=O)c1ccccc1F)c1cc2ccccc2o1,-23%,63,-20%,-3%,44*,87%[activator]
COc1cc2[nH]c(=S)n(C3CCN(Cc4ccccc4)CC3)c(=O)c2cc1OC,5%,-9,?,9%,-7,8%
Cc1ccc(OCC(=O)OC(C)C(=O)NC2CCCCC2C)cc1C (stereo unspecified),-1%,nt,15%,nt,nt,17%
Nc1nc2ccccc2nc1N1CCCC1,-12%,25,19%,4%,12,52%[activator]
Nc1ccc2c(c1)C(=O)N(CCCC(=O)O)C2=O,0%,-7,nt,5%,-1,2%
CCOc1ccc(CCNC(=O)CN2C(=O)NC3(CCCc4ccccc43)C2=O)cc1OCC (stereo unspecified),-1%,nt,-19%,nt,nt,?
Cc1ccc(/C=N/Nc2nc(Cl)c(Cl)cc2Cl)s1,1%,96*,288%[activator],-2%,28*,101%[activator]
CCOc1ccc(NC(=O)/C=C/c2ccccc2)c([N+](=O)[O-])c1,3%,29,8.3µM*,1%,25*,9.3µM*
O=[N+]([O-])c1cccc(NC(=S)N2CCc3ccccc3C2)c1,6%,79*,17%,-15%,59*,2%
CCOc1ccc(NC(=O)C2CCCN(c3nn4c(=O)cc(C)nc4s3)C2)cc1 (stereo unspecified),1%,-2,10%,nt,-4,?
COc1ccc(/C=C/c2ccc3cccc(O)c3n2)c(OC)c1OC,1%,113*,-15%,6%,39*,3%[0.00184 µM]
CCCCNC(=O)c1ccc(C)c(NC(=O)C2=C(C)OCCS2)c1,-12%,-11,1%,-4%,-3,4%
Cc1ccc(-n2c(-c3ccncc3)n[nH]c2=S)cc1C,-4%,-7,50%[activator],-27%,-5,5%
CCOC(=O)C(C)c1ccc2cc(OC)ccc2c1 (stereo unspecified),0%,17,20%,0%,12,2%
O=C(OC(c1ccccc1)c1nccc2ccccc12)c1cc([N+](=O)[O-])cc([N+](=O)[O-])c1 (stereo unspecified),0%,-5,10µM*,-7%,-6,-14%
Cc1cc(C(=O)N/N=C/c2cc(Cl)cc([N+](=O)[O-])c2O)n[nH]1,0%,-4,12%,26%,-1,63%[activator]
COc1ccc(NC(=O)CCCc2nnc3n(C)c(=O)c4sccc4n23)cc1,1%,-4,?,2%,-3,24%
CCOc1cc(CNCCCN2CCOCC2)ccc1OCC(=O)NC(C)(C)C,-11%,14,54%[activator],-12%,-2,-16%

# Three entries from above in a different format:
O=[N+]([O-])c1cccc(NC(=S)N2CCc3ccccc3C2)c1
  Sm TGR block: 6%
  Shiga toxin inh: 79*
  Pf growth 96h: 17%
  Giardia FBPA inh: -15%
  Cycloheximide cs: 59*
  Pf growth 48h: 2%
CCOc1ccc(NC(=O)C2CCCN(c3nn4c(=O)cc(C)nc4s3)C2)cc1 (stereo unspecified)
  Sm TGR block: 1%
  Shiga toxin inh: -2
  Pf growth 96h: 10%
  Giardia FBPA inh: nt
  Cycloheximide cs: -4
  Pf growth 48h: ?
COc1ccc(/C=C/c2ccc3cccc(O)c3n2)c(OC)c1OC
  Sm TGR block: 1%
  Shiga toxin inh: 113*
  Pf growth 96h: -15%
  Giardia FBPA inh: 6%
  Cycloheximide cs: 39*
  Pf growth 48h: 3%[0.00184 µM]

# Next part
SMILES,Sm TGR block,Shiga toxin inh,Pf growth 96h,Giardia FBPA inh,Cycloheximide cs,Pf growth 48h
CCc1nc2oc(C(=O)c3ccccc3)c(N)c2c2c1COC(C)(C)C2,0%,-2,18%,0%,-1,-15%
O=C(Nc1ccc(C(=O)N2CCOCC2)cc1)c1cc(-c2cccnc2)nc2ccc(Br)cc12,14%,-20,40%[activator],-6%,-1,?
CC(C)c1ccc(NC(=O)[C@@H]2CCC(=O)N2C2OC(=O)c3ccccc32)cc1 (stereo partly specified),1%,38,255%[activator],0%,28*,88%[activator]
Cc1c(NS(=O)(=O)c2ccc(N3CCN(C)CC3)c([N+](=O)[O-])c2)c(=O)n(-c2ccccc2)n1C,4%,-6,10%,0%,-2,?
CN(C)CCCOc1c2ccccc2n(Cc2ccccc2)[n+]1[O-],nt,-12,nt,-6%,-3,nt
CC(C)CNC(=O)C(=O)Nc1cc2c3c(c1)CCC(=O)N3CCC2,-6%,-10,?,nt,-9,10%
CC(C)C[C@H]1CN=C(Nc2ccccc2)N1CC1CCCCC1,3%,1,?,9%,-4,?
O=S(=O)(c1ccc(S(=O)(=O)N2CCN(C/C=C/c3ccccc3)CC2)cc1)N1CCCC1,-16%,17,12%,0%,-4,-17%
O/N=C/c1ccccc1OCc1ccc(Cl)cc1,10%,63*,146%[activator],2%,44*,98%[activator]
CCOc1cc(/C=N/NC(=O)c2ccc(CN3CCOCC3)cc2)ccc1OCc1ccccc1,-6%,-12,?,6%,-2,?
CN(C)S(=O)(=O)c1ccc(NC(=O)CSc2nnnn2C)cc1,?,3,-6%,4%,-1,166%[activator]
Cc1c(C(=O)NCCc2ccccc2)oc2ccc(S(=O)(=O)N3CCC4(CC3)OCCO4)cc12,-2%,14,?,-4%,-3,?
Cc1nc(-c2ccccn2)sc1C(=O)Nc1ccc(F)cc1,4%,5,0%,-2%,19*,0%
Cc1cccc(C)c1NC(=O)C(NC(=O)c1ccccn1)c1ccccc1[N+](=O)[O-] (stereo unspecified),1%,-10,?,2%,4,-11%
O=C(N/N=C/c1cccnc1)C1CC1(c1ccccc1)c1ccccc1 (stereo unspecified),5%,-9,-4%,5%,-9,?
Cc1ccc(NC(=O)c2ccc(S(=O)(=O)Nc3c(C)n(C)n(-c4ccccc4)c3=O)cc2)nc1,-6%,nt,-2%,nt,nt,-17%
Cc1nc(Nc2cccc(C(F)(F)F)c2)nc2c1C(=O)CC(C)C2 (stereo unspecified),-5%,-2,nt,5%,-1,4%
CCOc1ccc(S(=O)(=O)Nc2cccc(C(=O)N3CCN(c4ccc(OC)cc4)CC3)c2)cc1,1%,-21,nt,-1%,-3,nt
COc1ccc(OC)c(NC(=O)c2csc(Cl)c2OC)c1,10%,14,21%,6%,21*,27%
Cc1ccc(CN2CCN(C3CCC3)CC2CCO)cc1 (stereo unspecified),1%,nt,?,7%,-2,4%
COc1cc2c(cc1OC)C(C(=O)N1CCCCC1)C(c1ccccc1F)N(C)C2=O (stereo unspecified),0%,-27,-3%,-5%,3,-12%
O=C(NCc1ccco1)c1cc([N+](=O)[O-])ccc1N1CCOCC1,0%,-9,?,-5%,-2,9%
CC1CCN(S(=O)(=O)c2ccc(NC(=O)c3ccco3)cc2)CC1,0%,-4,10%,0%,-4,3.7µM*
O=C(NC1CCCCC1)c1ccc2c(c1)OCCO2,-1%,42*,?,-1%,21*,172%[activator]
COc1cccc(OCCn2cc(C=O)c3ccccc32)c1,2%,nt,-22%,1%,23*,70%[activator]
Cc1cccc(-c2n[nH]c(=S)n2/N=C/c2cccs2)c1,-1%,15,60%[activator],7%,-3,-11%
COc1cccc(OC)c1C(=O)Nc1sc2c(c1C(N)=O)CCN(Cc1ccccc1)C2,-15%,0,?,13µM*,1,?
CC1CCCN(c2nc3ccsc3c(=O)s2)C1 (stereo unspecified),-18%,119*,nt,6%,44*,77%[activator]
O=C(O)Cn1cc(C=C2C(=O)NC(=O)NC2=O)c2ccccc21,-26%,-2,-81%,-15%,-6,-9%
Cc1c2c(nc3ccccc13)OCC2,-13%,-4,23%,5%&0%,-2,45%[activator]
Cc1cc(C)n(C(=O)C23CC4CC(CC(C4)C2)C3)n1,4%,-6,0%,7%,-5,18%
Cn1cc(/C=N/NC(=O)c2cc3cc(Br)ccc3o2)c2ccccc21,2%,2,-22%,5%,-4,?
CCOc1ccccc1CN1CCCC(CNC(=O)Cc2ccc(OC)cc2)C1 (stereo unspecified),9%,nt,?,-2%,4,?

# Outcome played no part in choosing rows; overall some 24% were active at least once.
